# SDO1 yeast rescue: compounds rescuing growth of sdo1-depleted yeast, bone marrow failure model; S. cerevisiae sdo1-depleted JHY4D growth rescue, OD600 30 h; hits give high values; pdr5 snq2 efflux-pump mutant strain; z-score at 10 µM; hit rate 0.21% among 140,000; AID 817;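 active = z-score above 3 at both the 24 hr and the 30 hr optical density reads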;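 note: z-score against mean and SD of all compound wells on the same plate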
# Insulin prom inh: TRM-6 insulin promoter activity inhibition; TRM-6 cells (human fetal islet line), insulin promoter-eGFP reporter, imaging; reporter expression induced with tamoxifen; inhibition, % at 2 µM; hit rate 0.9% among 130,000; AID 1273;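 active = inhibition above the mean plus 3 SD, with well images judged a real hit on visual review, cut at about 60% in these data, passing the limit was not always enough; inconclusive = inhibition over the cutoff but images rejected on review; inactive = inhibition not above the cutoff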
# SDO1 yeast rescue Rescue 24 h: second read-out of SDO1 yeast rescue, no call of its own (marks repeat the call); z-score; S. cerevisiae sdo1-depleted JHY4D growth rescue, OD600; measured here: growth rescue at 24 h;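 0 is the plate mean of compound wells and units are plate SD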
# * hit, by the source's call; ? = inconclusive; nt = not tested or not shown.
SMILES,SDO1 yeast rescue,SDO1 yeast rescue Rescue 24 h,Insulin prom inh
CCOc1ccc(/C=N/NC(=S)Nc2c(C)cccc2C)cc1,-0.79,-0.36,0
O=C(CSc1nnnn1-c1ccc(O)cc1)Nc1cccc(S(=O)(=O)N2CCCC2)c1,-0.1,-0.62,-54
COc1ccc(CNC(=O)/C=C/C(=O)O)cc1OC,0.15,-0.18,nt
Cc1ccc(SCCC(=O)Nc2ccccc2C(=O)NC(C)C)cc1,-0.01,0.18,nt
CCCCCc1nc2c(C#N)c(-c3ccc(Cl)cc3)ccn2n1,-1.5,-0.65,27
COc1ccc2c(c1)cc1n2CCN=C1NCCO,0.56,-0.72,-11
Cc1ccc(NC(=O)C(=O)NNC(=O)c2cccs2)cc1,nt,nt,17
CCOC(=O)c1ccc2nc(NC(=O)C(C)C)sc2c1,-0.76,-0.92,-40
O=S(c1ccsc1)c1ccsc1,1.5,0.95,16
O=C(O)c1cc(-c2ccco2)nn1-c1cccc(Cl)c1,nt,nt,20
CN(C(=O)c1ccc2c(Cl)c3c(nc2c1)CCC3)c1ccccc1,-0.82,0.64,-30
Cc1cc(C(=O)c2ccccc2)c(NC(=O)CCl)s1,-1.7,-1.6,nt
Cc1cccc(NC(=S)NCc2ccc(F)cc2)c1,-1.3,-2.1,8
CCn1c(CSCc2ccc(C)cc2)nnc1SCC(=O)NCc1ccccc1,-0.84,-0.13,-20
CC1CCN(C(C(=O)Nc2ccc3c(c2)OCO3)c2ccccc2)CC1 (stereo not given),-0.51,-0.73,nt
CCCc1nc2ccc(NC(C)=O)cc2c(=O)n1Cc1ccc(Cl)cc1,nt,nt,33
CN(C)c1ccc(NC(=O)Cn2ncn3c(cc4ccccc43)c2=O)cc1,-1.5,-0.64,nt
CCCCOC(=O)Cn1c(=O)oc2ccc(C)cc21,-0.57,-0.78,nt
CC(C)Sc1n[nH]c2nc3c(c(=O)n12)C1(CCCC1)Cc1ccccc1-3,-0.98,-0.72,4
O=C(NCCCn1ccnc1)C(Cc1ccc([N+](=O)[O-])cc1)N1C(=O)c2ccccc2C1=O (stereo not given),0.33,-0.17,51

# Shown tab-delimited: 5 of the compounds above.
SMILES	SDO1 yeast rescue	SDO1 yeast rescue Rescue 24 h	Insulin prom inh
COc1ccc(CNC(=O)/C=C/C(=O)O)cc1OC	0.15	-0.18	nt
CC(C)Sc1n[nH]c2nc3c(c(=O)n12)C1(CCCC1)Cc1ccccc1-3	-0.98	-0.72	4
Cc1ccc(SCCC(=O)Nc2ccccc2C(=O)NC(C)C)cc1	-0.01	0.18	nt
CCOC(=O)c1ccc2nc(NC(=O)C(C)C)sc2c1	-0.76	-0.92	-40
CC1CCN(C(C(=O)Nc2ccc3c(c2)OCO3)c2ccccc2)CC1 (stereo not given)	-0.51	-0.73	nt

# Continuation.
SMILES,SDO1 yeast rescue,SDO1 yeast rescue Rescue 24 h,Insulin prom inh
COCc1cc(N2CCCC2)nc(-c2ccccc2)n1,nt,nt,27
CN(C)C(=O)COn1c(SCC(=O)N(C)C)nc2ccccc2c1=O,1.4,0.75,nt
CC(C#N)On1c(SC(C)C#N)nc2ccccc2c1=O (stereo not given),-0.46,-0.29,29
O=C1CN(C(=O)COC(=O)C23CC4CC(CC(O)(C4)C2)C3)c2ccccc2N1,0.85,1.2,56
O=C(CSc1nnc2c(Cl)cc(C(F)(F)F)cn12)N(Cc1ccccc1)Cc1ccccc1,-1.3,-0.78,-50
CCn1c(SCC(=O)NC2CCCCC2C)nnc1-c1ccc(OC)cc1 (stereo not given),0.37,0.77,-59
CC(C)n1nc(C(=O)Oc2cc(Cl)ccc2Cl)c2ccccc2c1=O,-0.49,-1.1,50
O=C(Cn1cnc2c(oc3ccccc32)c1=O)N1CCN(c2ccccc2)CC1,-1.1,-1.1,-31
Cc1ccc2cccc(S(=O)(=O)N3CCN(c4cccc(Cl)c4)CC3)c2n1,-0.92,0.35,-20
O=C(Cn1cc(C(F)(F)F)ccc1=O)N/N=C/c1cccc(Cl)c1Cl,-0.21,0.16,22
CCCCC(C(=O)NC1CCCC1)N(Cc1ccco1)C(=O)Cn1nnc(-c2ccc(F)cc2)n1 (stereo not given),0.46,0.85,0
COc1ccc(NC(=O)Cc2c[nH]c3ccccc23)cc1S(=O)(=O)N1CCCCC1,-0.26,-0.54,-15
CC(C)(C)NC1=CC(=O)OC12CCCCC2,-0.08,-1.1,-50
COc1cccc(N2CC(C)Cn3c2nc2c3c(=O)n(CCN3CCOCC3)c(=O)n2C)c1 (stereo not given),0.71,0.45,-7
O=C(C1CCN(S(=O)(=O)c2cccc3nsnc23)CC1)N1CCc2ccccc2C1,-0.77,-0.9,50
O=C(c1ccc(-n2nc(C(F)(F)F)c3c2CCCC3)cc1)N1CCOCC1,nt,nt,11
CCCCCn1c(=NC(C)=O)c(C#N)cc2c(=O)n3ccccc3nc21,-1.2,-0.98,-3
O=C1CC(c2ccccc2)CC2=C1C(c1ccccn1)Nc1ccccc1N2 (stereo not given),1.1,1.1,11
O=C(CN1CCc2ccccc2C1)NC1CCCC1,nt,nt,-30
CNc1c([N+](=O)[O-])cnn1-c1ccccc1F,nt,nt,37

# Entries from the list above containing an aryl thioether with sulfur outside any ring:
SMILES,SDO1 yeast rescue,SDO1 yeast rescue Rescue 24 h,Insulin prom inh
O=C(CSc1nnnn1-c1ccc(O)cc1)Nc1cccc(S(=O)(=O)N2CCCC2)c1,-0.1,-0.62,-54
Cc1ccc(SCCC(=O)Nc2ccccc2C(=O)NC(C)C)cc1,-0.01,0.18,nt
CCn1c(CSCc2ccc(C)cc2)nnc1SCC(=O)NCc1ccccc1,-0.84,-0.13,-20
CC(C)Sc1n[nH]c2nc3c(c(=O)n12)C1(CCCC1)Cc1ccccc1-3,-0.98,-0.72,4
CN(C)C(=O)COn1c(SCC(=O)N(C)C)nc2ccccc2c1=O,1.4,0.75,nt
CC(C#N)On1c(SC(C)C#N)nc2ccccc2c1=O (stereo not given),-0.46,-0.29,29
O=C(CSc1nnc2c(Cl)cc(C(F)(F)F)cn12)N(Cc1ccccc1)Cc1ccccc1,-1.3,-0.78,-50
CCn1c(SCC(=O)NC2CCCCC2C)nnc1-c1ccc(OC)cc1 (stereo not given),0.37,0.77,-59

# Following part
SMILES,SDO1 yeast rescue,SDO1 yeast rescue Rescue 24 h,Insulin prom inh
CCC(=O)Nc1cccc(-c2cn3ccsc3n2)c1,1.2,1.1,-55
CC(=O)Nc1ccc(S(=O)(=O)NCC(C)NS(=O)(=O)c2ccc(NC(C)=O)cc2)cc1 (stereo not given),1.5,1.1,27
CCOC(=O)N1CCN(C(=O)CSCC(=O)Nc2nc(-c3ccc(C)cc3)cs2)CC1,-0.34,-0.35,nt
CC(Oc1ccccc1)C(=O)NN1Cc2ccccc2C1=N (stereo not given),nt,nt,-40
CCOc1ccc(C(F)(F)F)cc1NC(C)=O,0.6,0.1,-31
CN=C(Nc1cc(C)nn1CCC#N)c1ccc(F)cc1,1.5,1.8,nt
O=C(Nc1cccnc1)c1ccc(Br)s1,0.81,-1.1,4
COc1ccc(CCNC(=O)CSC2=Nc3ccccc3C3=NC(C(C)C)C(=O)N23)cc1OC (stereo not given),0.36,-0.62,5
COc1cccc(C(=O)N2CCN(Cc3ccccn3)CC2)c1OC,1.4,1.5,nt
CC1Cc2ccccc2N1C(=O)CSc1nc2cc3c(cc2cc1C#N)OCO3 (stereo not given),-0.9,-0.5,-42
CCN(CC)S(=O)(=O)c1ccc(C(=O)NCc2cccs2)cc1,0.82,0.93,-20
COc1cc(C)ccc1OCCCOc1ccccc1Br,-0.53,-0.5,nt
COc1ccc(/C=C/C(=O)c2ccc(O)cc2)cc1COc1ccc(F)cc1,-1,0,16
O=C(NCCc1c[nH]c2ccccc12)OCCSS(=O)(=O)O,nt,nt,36
N=c1ccccn1CC(O)COc1ccccc1 (stereo not given),0.03,-0.08,nt
O=c1cc(NCc2ccccc2)c2ccccc2o1,-0.56,-0.76,-6
CC(C)(C)c1cc(-c2nc(N)nc(N)n2)cc(C(C)(C)C)c1,-1.3,-0.44,27
O=C(CNS(=O)(=O)c1ccc(Br)s1)N1CCC(N2CCCCC2)CC1,1,1,48
O=C(OCCN=C1NS(=O)(=O)c2ccccc21)C1CC(=O)N(c2ccc(Cl)cc2)C1 (stereo not given),0.7,0.69,-15
O=C(CC1Nc2ccccc2NC1=O)Nc1ccc2c(c1)OCO2 (stereo not given),nt,nt,-47
Cc1cc(NC(=O)CN2C(=O)NC(C)(c3ccc(Cl)cc3)C2=O)no1 (stereo not given),nt,nt,29
CCn1nnc(NC(=O)c2ccc(-c3ccc(Cl)cc3)o2)n1,-0.32,-0.98,-20
Cc1ccc(S(=O)(=O)N2CCN(C(=O)c3cccs3)CC2)c(C)c1,nt,nt,27
CN(CCCNC(=O)C1CCC(=O)N1Cc1ccccc1Cl)c1ccccc1 (stereo not given),1.4,0.7,-26
CCOP(=O)(OCC)/C(=C/N1CCCCC1)NC(=O)c1ccccc1,nt,nt,-14
CCCC/C(C)=N/NC(=O)c1cn(-c2ccccc2)nc1-c1ccccc1,0.1,-0.2,nt
CCOCc1cnc(C)nc1NCC(=O)c1c(C)[nH]c2cc(C)ccc12,0.36,-0.12,7
CCC1SC2=NC(C)=C(C(=O)OCCOC)C(/C=C/c3ccccc3OC)N2C1=O (stereo not given),-0.02,0.2,29
O=C(CN(CCc1ccccc1)C(=O)Cn1nnc(-c2cccs2)n1)NCc1ccco1,-1,-1.2,nt
CCOC(=O)C1C(c2cccs2)NC(=O)N(C)C1(O)C(F)(F)F (stereo not given),0.36,-0.82,36
COc1ccc(OC)c(C2N(c3ccc(Cl)cc3)C(=O)C3CCCN32)c1 (stereo not given),-0.42,-0.7,nt
CC(C)(C)NC(NC(=O)Cc1ccccc1)C(Cl)(Cl)Cl (stereo not given),0.37,-0.12,-65
Cc1ccc2cc(CN(CCCO)S(=O)(=O)c3cccc4nsnc34)c(=O)[nH]c2c1C,0.15,-0.51,-18
O=C(Cn1c(-c2cscn2)nc2ccccc21)Nc1ccc(Cl)cc1,-0.9,0.38,-6
Cc1ccc(/C(=N\O)c2oc3c(C)c4oc(=O)cc(C)c4cc3c2C)cc1,-0.89,-0.61,?
COC(=O)c1cc(C(=O)c2cc(Br)ccc2O)coc1=N,nt,nt,-30
CC(=O)Nc1ccc(NC(=O)CN(c2ccc(C34CC5CC(CC(C5)C3)C4)cc2)S(C)(=O)=O)cc1,0.67,2.5,8
Cc1ccc2nc(-c3ccc(NC(=O)CCS(=O)(=O)c4ccccc4)cc3)sc2c1,0.41,1.7,nt
CCOC(=O)c1[nH]c(C)c(C(=O)N2CCOCC2)c1C,0.13,-0.53,nt
COc1ccc(Nc2c(-c3ccco3)nc3ccc(C)cn23)cc1,nt,nt,-25
Cn1c(NC(=O)c2ccccc2NC(=O)C(C)(C)C)nc2ccccc21,-1.8,-1.1,nt
Nc1ccc(CC2SC(=O)NC2=O)cc1 (stereo not given),1.1,1,28
Cc1cc(OCCCn2ccnc2)ccc1C(C)C,-0.94,-0.73,-15
COCCn1c(=N)c(C(=O)NCCc2ccccc2)cc2c(=O)n3cccc(C)c3nc21,nt,nt,5
Cc1nnc(SCC(=O)N2N=C(c3ccc(Cl)cc3)CC2c2ccco2)[nH]c1=O (stereo not given),nt,nt,-60
CCOC(=O)C1CCN(c2c(NCc3ccc(C(=O)NCCC(C)C)cc3)c(=O)c2=O)CC1,-0.44,-0.31,0
COc1ccccc1Nc1nnc(SCc2nnc(-c3cc(OC)c(OC)c(OC)c3)o2)s1,-0.23,-0.01,0
O=C(CSc1nc2ccccc2s1)NCCCN1CCOCC1,0.73,0.81,-73
COc1cc(NS(=O)(=O)c2ccc(NC(=O)/C=C/c3ccc([N+](=O)[O-])cc3)cc2)ncn1,nt,nt,27
O=C(NCCc1nc2ccccc2[nH]1)/C(=C/c1ccc2c(c1)OCO2)NC(=O)c1ccccc1,0.44,-0.24,-47
COCCNC(=O)C(=O)NCC1OCCN1C(=O)c1ccc(Cl)cc1 (stereo not given),11*,7.9*,19
Cc1cccc(-n2ncc3c(NCCCn4ccnc4)ncnc32)c1,0.81,0.39,nt
COc1ccc(NC(=O)c2cc(Cl)ccc2NC(=O)c2ccco2)c(OC)c1,-0.61,-0.51,3
CC1CCCCC1NC(=O)C(Cc1ccccc1)NS(=O)(=O)c1cccs1 (stereo not given),-0.25,-0.01,-61
O=C(CCCc1ccccc1)Nc1ccccn1,nt,nt,29
CCOC(=O)C1=C(c2ccccc2)NC(SCC(=O)Nc2ccc(C)cc2)=C(C#N)C1c1ccco1 (stereo not given),-0.39,0.19,31
O=C(COC(=O)c1ccccc1NC(=O)c1ccco1)NCCC1=CCCCC1,-1.3,-1.5,3
Cc1ccc(/C=C2/NC(=O)N(Cc3ccccc3)C2=O)s1,-0.19,1.2,nt
CCS(=O)(=O)n1nc(-c2ccccc2)nc1N,0.41,-0.01,0
COc1cccc(C(=O)NCc2ccc3[nH]c(C)cc3c2)c1,nt,nt,-28
# (listing goes on)
SMILES,SDO1 yeast rescue,SDO1 yeast rescue Rescue 24 h,Insulin prom inh
C=C(C)CSc1nnc2[nH]c(=O)cc(N)n12,nt,nt,31
CC1(C)Cc2c(sc3[nH]c(=S)n(Cc4ccco4)c(=O)c23)CO1,0.4,0.95,36
CC(C)C(=O)N(c1cc2sc(=O)oc2c2ccccc12)S(=O)(=O)c1cccs1,-2.4,-1,-22
CCCCCn1c(CN2CCN(c3cc(Cl)ccc3C)CC2)nc2c1c(=O)[nH]c(=O)n2C,0.3,-0.08,18
Cc1cc(C)c2[nH]c(O)c(N=NC(=O)c3cc4c(s3)CCCC4)c2c1,-0.79,-0.84,-57
Cc1cc(NS(=O)(=O)c2ccc(NC(=O)Nc3ccc4c(c3)OCO4)cc2)no1,0.7,0.98,-7
O=C(N/N=C/c1ccccn1)c1cc(-c2ccncc2)nc2ccccc12,-0.29,-0.17,-31
O=C(c1ccccc1F)N1CCCC(c2ccccc2)C1 (stereo not given),-0.05,-0.47,-3

# Not all compounds are listed (hit frequency here may not be typical).
